Source: PubChem BioAssay (National Center for Advancing Translational Sciences (NCATS))
Pin1 inhibitor = blocks the human prolyl isomerase Pin1; Pin1 FP peptide displacement, HiFluor488, 10 min; Potency, µM (doses to about 115 µM), for inactives: top-dose activity, negative = inhibition, usual class: inhibitors; 390,000 compounds, 0.009% hits; AID 504891; active means well fitted inhibition curve with a large enough effect in the polarisation, with a control signal flat, not every such curve was filed as active; inconclusive means small, poorly fitted or top-dose-only effect, or effect the other way, or a change in a side signal; inactive means no such curve, though single readings can be large or run the other way; the % refers to the polarisation; further: on the % scale 0 is the no-effect control and ±100 the full control effect
Target sequence (Q13526 whole entry, looked up): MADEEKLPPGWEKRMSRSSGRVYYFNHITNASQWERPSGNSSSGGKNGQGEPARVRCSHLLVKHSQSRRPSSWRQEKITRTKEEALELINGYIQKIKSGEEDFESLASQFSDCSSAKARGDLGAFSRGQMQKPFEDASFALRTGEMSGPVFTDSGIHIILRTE
GLS inhibitor = inhibitors of human glutaminase (GLS); GLS enzymatic activity, qHTS titration; O94925; Potency, µM (series often up to 45.5 µM), for the others: at the top dose activity change, negative = inhibition, usual class: inhibitors; 410,000 compounds, 0.21% hits; further: on the % scale 0 is the no-effect control and ±100 the full control effect
Target sequence (O94925 whole entry, looked up): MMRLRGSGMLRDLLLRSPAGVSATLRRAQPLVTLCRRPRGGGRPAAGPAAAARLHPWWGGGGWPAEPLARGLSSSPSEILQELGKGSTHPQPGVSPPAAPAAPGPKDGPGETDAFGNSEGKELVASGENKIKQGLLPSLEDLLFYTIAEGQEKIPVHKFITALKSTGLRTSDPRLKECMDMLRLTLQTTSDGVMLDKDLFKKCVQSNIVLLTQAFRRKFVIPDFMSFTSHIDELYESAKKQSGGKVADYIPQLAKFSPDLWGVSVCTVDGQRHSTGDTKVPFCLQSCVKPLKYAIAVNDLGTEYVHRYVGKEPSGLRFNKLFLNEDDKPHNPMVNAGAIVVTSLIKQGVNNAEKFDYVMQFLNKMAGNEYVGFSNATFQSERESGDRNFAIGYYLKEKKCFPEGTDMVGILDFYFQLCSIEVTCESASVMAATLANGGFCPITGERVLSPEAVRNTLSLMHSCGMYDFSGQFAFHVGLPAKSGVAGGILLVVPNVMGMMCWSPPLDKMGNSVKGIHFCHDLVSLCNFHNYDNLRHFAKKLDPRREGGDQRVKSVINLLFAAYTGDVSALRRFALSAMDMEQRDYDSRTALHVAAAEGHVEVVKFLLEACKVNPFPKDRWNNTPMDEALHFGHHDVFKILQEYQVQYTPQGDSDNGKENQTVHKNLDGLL
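Two-point fluorescence kinetic (t0, 30 min RT) for hKGA; glutamate detected via glutamate oxidase–HRP–Amplex Red. Substrate: 1 mM L-glutamine solution; buffer 45 mM KH2PO4, pH 8.2.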
BAZ2B inh = inhibitors of human BAZ2B bromodomain. Q9UIF8. AlphaScreen BAZ2B-H3K14Ac peptide displacement. Potency, µM (titrated, usually from 114 µM), for the others: at the highest dose activity change, negative = inhibition, actives largely listed as inhibitors. 360,000 compounds, 4.4% hits. AID 504333; further: on the % scale 0 is the no-effect control and ±100 the full control effect; nearly all actives have a fitted effect of over 60% in size
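In this displacement format the biotinylated H3(5-23) peptide acetylated at Lys14 serves as ligand at 50 nM, with BAZ2B at 50 nM in PBS pH 7.4 containing 0.01% Tween-20. Donor and acceptor beads are 10 ug/mL final.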
Pol iota inh = DNA polymerase iota (human) inhibition. AID 588590. Pol iota fluorescent replication assay, 10 min. 390,000 compounds, 1% hits. Q9UNA4. Potency, µM (top dose mostly 115 µM), for inactives: at the top dose activity, negative = inhibition, hits mostly inhibitors
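Fluorescent replication assay read twice, at 0 min and 10 min after adding 50 nM (final) substrate. Enzyme (10 nM) and compounds were first incubated 15 min at room temperature; enzyme-free buffer wells were negative controls.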
HP1b chromo inh = inhibitors of HP1-beta chromodomain binding to methylated histone tails; AlphaScreen HP1-beta / biotin-H3K9me3 peptide binding; Potency, µM (highest dose often 114 µM), for inactives: top-dose activity change, negative = inhibition, actives largely listed as inhibitors; 390,000 compounds, 0.56% hits; AID 540317; further: nearly all actives have a fitted effect of over 70% in size; inactives centre near 23
Target sequence (P83916 whole entry, looked up): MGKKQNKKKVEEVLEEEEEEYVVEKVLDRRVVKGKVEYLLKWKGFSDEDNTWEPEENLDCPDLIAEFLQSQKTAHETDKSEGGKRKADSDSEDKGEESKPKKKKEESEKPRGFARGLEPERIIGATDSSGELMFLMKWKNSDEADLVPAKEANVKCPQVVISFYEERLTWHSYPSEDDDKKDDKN
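Compound inhibition of the preformed complex between 50 nM HP1-beta and 50 nM biotinylated H3K9me3 peptide was read by AlphaScreen. Buffer was PBS pH 7.4 with 0.01% Tween-20. Incubations ran 30 min at room temperature, with 10 ug/mL donor/acceptor beads.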
Tb PGK inh = blocks T. brucei phosphoglycerate kinase; P07378; PGK/GAPDH coupled, Kinase-Glo luminescence, 60 min; Potency, µM (titrated, usually from 57.5 µM), inactives show at the highest dose activity change, negative = inhibition, usual class: inhibitors; 380,000 compounds, 0.043% hits; AID 602233; further: on the % scale 0 is the no-effect control and ±100 the full control effect; nearly all actives have a fitted effect of over 60% in size
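Luminescent ATP detection (Kinase-Glo Plus) follows a 60-minute room-temperature incubation, with wells lacking PGK as controls. Buffer: 100 mM TEA (pH 7.6), 5 mM MgCl2, 0.01% Tween-20. Coupling enzyme GAPDH (100 nM final) supplies unstable 1,3-BPG in-well.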
JMJD2A Tudor inh = blocks the human JMJD2A Tudor domain; O75164; AlphaScreen JMJD2A-Tudor / H3K4me3 peptide binding; Potency, µM (series often up to 114 µM), without a hit: at the highest dose activity change, negative = inhibition, actives largely listed as inhibitors; 390,000 compounds, 4.4% hits; further: on the % scale 0 is the no-effect control and ±100 the full control effect; nearly all actives have a fitted effect of over 50% in size
G9a block = blocks human histone lysine methyltransferase G9a; Q96KQ7; G9a H3K9 monomethylation, AlphaScreen, 2 h; Potency, µM (titrated, usually from 102 µM), without a hit: at the top dose activity, negative = inhibition, usual class: inhibitors; 350,000 compounds, 8.8% hits; AID 504332; further: on the % scale 0 is the no-effect control and ±100 the full control effect; nearly all actives have a fitted effect of over 75% in size
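AlphaScreen detection with an anti-monomethyl H3K9 antibody quantified product after a 2 h room-temperature reaction containing 500 nM biotinylated H3K9 peptide, 20 µM SAM and 20 nM enzyme, which had been preincubated 15 min with compound.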
BLM helicase inh = Bloom syndrome helicase (human) inhibition; P54132; recombinant BLM DNA unwinding, fluorescence dequenching; Potency, µM (highest dose often 56.1 µM), for the others: at the top dose activity change, negative = inhibition, most hits filed as inhibitors; 350,000 compounds, 0.2% hits; AID 2528;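 further: plate controls were vehicle for no effect and no enzyme for full effect; nearly all actives have a fitted effect of over 35% in size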
An asterisk follows results filed as active; i = inactive; ? = inconclusive; · = not tested or not shown; [ ] = another dose, or the depositor's remark. Unless noted, the call rests on the fitted dose curve; in most records, active means well fitted curve in the direction sought with a large enough effect; inconclusive means small, poorly fitted or top-dose-only effect, or another doubt; inactive means no such curve, though single readings can be large; an effect the other way counts as inactive or inconclusive. Potency means the concentration at half of the fitted maximal effect.

SMILES | Pin1 inhibitor | GLS inhibitor | BAZ2B inh | Pol iota inh | HP1b chromo inh | Tb PGK inh | JMJD2A Tudor inh | G9a block | BLM helicase inh
CN(CCNC(=O)CN1CCN(Cc2ccccc2Cl)C1=O)Cc1ccccc1 | -9% | -8% | 8% | 2% | 33% | -7% | 7% | -17% | -8%
Cn1ccnc1Sc1cc(NCCCO)c([N+](=O)[O-])c2nonc12 | 6% | 6% | -8% | 54%[activator] | 3% | -8% | -16% | 56µM* | -3%
Cc1ccc(NS(=O)(=O)c2c(C(=O)N3CCC(C)CC3)c(C)n(C)c2C)cc1Cl | -11% | 10% | -29% | -18% | 15% | -6% | -29% | 10%[59 µM] | -2%
CC(Sc1nnc(-c2ccccc2F)n1C)C(=O)NC1CCCCC1 (stereo unspecified) | 2% | 1% | -5% | -20% | 33% | 2% | -2% | -12%[12.7 µM] | ·
CCCCN1CCC(CN2C(=O)C(=O)NC[C@@H]2Cc2ccccc2)CC1 | -1% | 2% | · | 15% | 24% | -6% | -7% | · | ·
CCOc1ccccc1NC(=O)COc1cccc2c(=O)n(CCOC)ccc12 | -3% | -4% | -6% | 29% | -7% | -4% | -8% | -8%[59 µM] | -9%
O=S(=O)(c1ccc(OCc2nc3ccccc3s2)c(Cl)c1)N1CCOCC1 | 2% | -13% | 32%[activator] | -4% | 54%[activator] | -1% | 3%[11.4 µM] | 50µM* | -13%
CC1CCN(CCC(=O)Nc2ccc(Br)cc2)CC1 | -2% | 13% | · | 1% | 18% | 4% | -11% | · | ·
COc1cccc(/C=C2\Sc3ccc(C(=O)NCc4cccnc4)cc3N(C)C2=O)c1 | 6% | 6% | -38% | 13% | 19% | -4% | -33% | ? | -8%
COc1ccc(CC(=O)NCc2nnc(SCC(=O)Nc3ncc(C)s3)n2C)cc1 | 3% | ? | -2% | ? | 20% | -8% | ? | 6% | -1%
O=C(NC(=S)Nc1ccc2[nH]c(=O)[nH]c2c1)c1ccccc1Cl | -1% | 0% | -9% | -3% | 25% | -4% | 1% | · | -8%
Cc1cccc(NC(=S)N2CCC(NC(=O)c3cccc(F)c3)CC2)c1 | 4% | -12% | -2% | 39%[activator] | 12%[57 µM] | -2% | -7% | 18% | -3%
CCC(NC(=O)c1ccccc1NC(=O)C(C)(C)C)C(=O)N1CC(C)OC(C)C1 (stereo unspecified) | -18% | 14% | · | 41%[activator] | 8%[57 µM] | 12% | -18% | · | ·
O=C(NC1CC1)C1=C[C@@H](c2c[nH]c3ccccc23)C[C@@H](OCc2ccc(CO)cc2)O1 | 34%[activator] | -3% | -23% | ? | -9% | -1% | -33% | 10%[59 µM] | -3%
COc1ccc2sc(NC(=O)NC(=O)c3c(Cl)cccc3Cl)nc2c1 | -2% | 4% | -12% | 100%[activator] | 22% | -1% | -15% | · | -10%
C[C@H](CO)N1C[C@H](C)[C@@H](CN(C)S(=O)(=O)c2ccccc2)Oc2c(NC(=O)Nc3ccc(C(F)(F)F)cc3)cccc2C1=O | -1% | 1% | · | -4% | 19% | -8% | -34% | · | ·
C/C(=N\NC(=O)Cn1cc([N+](=O)[O-])cn1)c1ccco1 | 0% | 0% | -5% | -4% | 33% | i | -14% | -5% | 4%
CCOc1ccc(N(CC)S(=O)(=O)N2CCCC(C(=O)NCc3ccccc3Cl)C2)cc1 (stereo unspecified) | 0% | 8% | -10% | 17% | 40%[activator] | 7% | -7% | -8%[59 µM] | -8%
Cc1oc2ccc(O)c(CN3CCCCC3)c2c1C(=O)Nc1cccc(C(F)(F)F)c1 | 3% | 32%[activator] | -15% | 4% | 2% | -3% | -34% | -4%[59 µM] | 5%
COc1cccc(N2C(=O)CSC23C(=O)N(Cc2ccccc2F)c2ccccc23)c1 (stereo unspecified) | 10% | -1% | -24% | 4% | 14% | i | -21% | -26%[59 µM] | -8%
CCCC(=O)Nc1cc(C(=O)O)ccc1S(=O)(=O)c1ccc(Cl)cc1 | 5% | 8% | 0% | 93%[activator] | 45%[activator] | 2% | -3% | ? | 1%
Cc1cc(-c2ccc(C)c(S(=O)(=O)NCc3ccc(OC(C)C)cc3)c2)on1 | 0% | 0% | -3% | 38%[activator] | 33% | -9% | -2% | 12%[59 µM] | -7%
CC(C)(C)c1cc(C(=O)NCc2cc(F)cc3c2OCOC3)n(Cc2ccccc2)n1 | -3% | 11% | 1% | 42%[activator] | 29% | i | -7% | -6% | -20%
CN(C)CCOC1c2ccccc2-c2ccccc21 | -4% | -18% | -16% | 59%[activator] | -9% | -2% | 1.4µM* | 22µM* | 6%
CCOc1ccc(C2=CC(c3cccc(Br)c3)n3c(nc4ccccc43)N2)cc1Cl (stereo unspecified) | ? | -2% | 11% | 13% | 9% | -3% | -13% | ? | 1%
COc1cccc(/C=C2/NC(=O)NC2=O)c1OCC(=O)Nc1ccccc1 | -1% | 6% | -4% | 15% | 36% | i | -16% | -6% | -3%
COc1ccc(NC(=O)c2ccccn2)cc1 | -8% | 0% | -4% | 6% | 17% | ? | ? | 9%[59 µM] | -2%
Cc1ccc(-n2nc3c(c2NC(=O)C(C)(C)C)CS(=O)(=O)C3)cc1 | 2% | 1% | -3% | 8% | 21%[57 µM] | 3% | 7% | 17% | -2%
CNc1nc(OC)nc(N(C#N)CN2C(=O)c3ccccc3S2(=O)=O)n1 | 13% | 12% | 5% | 57%[activator] | -1% | 2% | -5%[11.4 µM] | ? | -7%
O=C(C[n+]1cccc(CNC(=O)c2ccc(OC(F)F)cc2)c1)c1ccccc1 | -3% | 0% | -24% | 11% | 44%[activator] | -5% | 0% | ? | 1%
CN(CCCNC(=O)CCCOc1cc(=O)n(C)c2ccccc12)Cc1ccccc1 | -4% | -1% | -3% | -2% | 56%[activator] | · | -6% | 5% | 3%
O=C(Cc1ccccc1)Nc1ccc(C(=O)Nc2ccccc2C(=O)O)cc1 | -7% | 9% | -16% | 12% | 37% | -1% | -21% | 22% | -8%
COc1ccc(CCNc2nc(C)cc(C)n2)cc1OC | -6% | 0% | 9% | 54%[activator] | 25% | i | -17% | · | -4%
Cc1ccc(C(C)C)c(OCc2nc(-c3nonc3N)no2)c1 | -10% | -12% | 13% | ? | 31% | -6% | -1% | 28% | -12%
CCOC(=O)COc1ccc(Br)cc1/C=C\c1[nH]c(=O)[nH]c(=O)c1[N+](=O)[O-] | 6% | -9% | -34% | 89µM* | ? | -14% | -18% | ? | -11%
CC(=O)N/C(=C/C(C)C)c1ccccc1 | -2% | 1% | ? | 16% | 54%[activator] | i | -10% | 10%[0.501 µM] | ·
Cc1ccc(OCCOCCN(C)C)c(Cl)c1 | 2% | 11% | 79µM* | 7% | ? | 1% | 40µM* | 8.9µM* | 0%
CC(=O)OC(C(=O)NCc1ccco1)c1cccnc1 (stereo unspecified) | -10% | 0% | -3% | 9% | 24% | 5% | 5% | 0%[12.7 µM] | 1%
COc1ccc2[nH]c(=O)c(CN(CCN3CCCC3)C(=O)Nc3ccccc3Cl)cc2c1 | -5% | 3% | -5% | 10% | 11% | -5% | -23% | 50µM* | 6%
CC(=O)n1nc(-c2ccc(Cl)cc2)nc1NCc1ccco1 | -10% | 8% | 2% | 12% | -8% | -5% | ? | 23% | -6%
CSC(=S)N/N=C(\C)c1ccccc1 | -5% | -12% | ? | ? | ? | -1% | ? | ? | -2%
O=C1NC2(CCCC2)N=C1c1ccc(F)cc1 | 8% | 0% | -4% | 31% | 11% | -2% | -11% | 18% | -1%
CCOC(=O)C1(CCCc2ccccc2)CCN(C(=O)c2cc(C)nc(C)n2)CC1 | -1% | -2% | 0% | 12% | 37% | 9% | 0% | -7% | -3%
Nc1c(C(=O)N/N=C/c2ccccc2Cl)oc2nc(-c3ccccc3)cc(-c3ccco3)c12 | ? | 5% | -23% | 21% | 30% | -9% | -21% | 20µM* | -3%
O=C1NCCN(Cc2ccoc2)C1CC(=O)N(Cc1ccccc1)CC1CCC1 (stereo unspecified) | 7% | 0% | -10% | 20% | 22%[57 µM] | -8% | -11% | -40% | -4%
Cc1ccc(S(=O)(=O)c2cn(Cc3ccccc3Cl)c3ccc(F)cc3c2=O)cc1 | 0% | -6% | -3% | 25% | 36% | -1% | 1% | 6%[59 µM] | -2%
CCOc1ccc(C(=O)c2cn(Cc3ccc(F)cc3)c3ccc(F)cc3c2=O)cc1 | 12% | 0% | -20% | 2% | 16% | i | -17% | -38%[59 µM] | -11%
CC(=O)Nc1ccc(NC(=O)C/C(C)=N/NC(=O)COc2cc(C)c(Br)cc2Br)cc1 | 7% | 4% | -9% | 27% | 27% | -3% | -8% | 12% | -1%
COc1cc(NC(=O)CCCNC(=O)c2ccc(Cl)cc2)cc(OC)c1OC | 5% | 7% | -31% | -4% | 28% | 6% | -9% | -27% | -4%
CC(C)N(C(=O)[C@H]1C[C@H](CC(=O)NCC23CC4CC(CC(C4)C2)C3)C(=O)N2CCc3c([nH]c4cc(-c5ccco5)ccc34)[C@]12C)C(C)C | 2% | 2% | · | 23% | -12% | -10% | ? | · | ·

4 compounds out of the list, arranged by length of the SMILES, high to low:
SMILES | Pin1 inhibitor | GLS inhibitor | BAZ2B inh | Pol iota inh | HP1b chromo inh | Tb PGK inh | JMJD2A Tudor inh | G9a block | BLM helicase inh
Nc1c(C(=O)N/N=C/c2ccccc2Cl)oc2nc(-c3ccccc3)cc(-c3ccco3)c12 | ? | 5% | -23% | 21% | 30% | -9% | -21% | 20µM* | -3%
CC(=O)Nc1ccc(NC(=O)C/C(C)=N/NC(=O)COc2cc(C)c(Br)cc2Br)cc1 | 7% | 4% | -9% | 27% | 27% | -3% | -8% | 12% | -1%
COc1cc(NC(=O)CCCNC(=O)c2ccc(Cl)cc2)cc(OC)c1OC | 5% | 7% | -31% | -4% | 28% | 6% | -9% | -27% | -4%
CSC(=S)N/N=C(\C)c1ccccc1 | -5% | -12% | ? | ? | ? | -1% | ? | ? | -2%

An excerpt (hit frequency here may not be typical).
